Screening results deposited in PubChem BioAssay by Broad Institute.
DENV2 CPE = inhibitors of DENV2 cytopathic effect | DENV2-infected cells, cytopathic effect rescue, plate reader | CPE inhibition, % at 9.99 µM | actives 1.7% (n = 350,000) | AID 651640; in the data active means CPE inhibition above about 20%, passing the limit was not always enough; inconclusive means no clear call, values can overlap the other calls; tested in BHK-21 cells;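 further: 0% = median of neutral control wells and 100% = median of positive control wells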
ERp5 block = blocks human ERp5 reductase activity on insulin. ERp5 insulin aggregation, absorbance 650 nm, 90 min. inhibition, % at 9.99 µM. actives 0.05% (n = 350,000). AID 651711;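 active means mean replicate inhibition above about 25%, with every replicate also reaching it, limit read from the data, passing the limit was not always enough; inconclusive means only one of those two criteria met; inactive means neither criterion met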
Target sequence (Q15084 whole entry, looked up): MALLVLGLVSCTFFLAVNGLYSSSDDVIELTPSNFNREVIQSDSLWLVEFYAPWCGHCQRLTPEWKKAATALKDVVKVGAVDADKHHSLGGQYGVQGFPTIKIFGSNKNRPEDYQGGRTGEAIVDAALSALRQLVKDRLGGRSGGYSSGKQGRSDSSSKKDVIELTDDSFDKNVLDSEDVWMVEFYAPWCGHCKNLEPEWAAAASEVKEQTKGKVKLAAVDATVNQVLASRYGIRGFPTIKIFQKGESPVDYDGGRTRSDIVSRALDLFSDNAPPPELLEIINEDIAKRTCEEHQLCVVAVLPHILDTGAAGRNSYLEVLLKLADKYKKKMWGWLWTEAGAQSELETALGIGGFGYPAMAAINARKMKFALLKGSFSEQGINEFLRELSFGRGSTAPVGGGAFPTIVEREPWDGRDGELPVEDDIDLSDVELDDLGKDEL
Xi reactivation = activators of X-chromosome reactivation in mouse fibroblasts. activation, % at 7.58 µM. actives 0.055% (n = 360,000). AID 743238. XiGFP mouse fibroblasts, % GFP-positive cells imaging, 3 d; cells co-treated with 5-aza-dC sensitizer; scaled so ellipticine positive control = 100%;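 active means mean normalized replicate activation at least 10% and every replicate at or above 10%; inconclusive means only one of the two criteria met; inactive means mean below 10% and not all replicates reach 10%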;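 further: 0% = median of on-plate neutral control wells and 100% = ellipticine 6 µM median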
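Material: SV40-immortalized XiGFP fibroblast cells, line 68-5-11 | Buffer or medium: DMEM containing 5-aza-dC | Dosing: One concentration, pinned | Times: 3 d treatment, 15 min room-temperature fixation | Controls: Ellipticine 6 µM positive control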
GSIS activator = GLuc luminescence reporter in INS-1E cells, primary screen for activators of glucose-dependent secretion of insulin. INS-1E GLuc reporter insulin secretion, 2-3 h. activation, % at 16.6 µM. actives 0.61% (n = 370,000). AID 743287;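 active means lowest replicate activation of at least 40%, so every replicate reaches that level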;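 further: 0% = median of neutral control wells and 100% = median of IBMX positive control wells; some compounds called inactive have numbers as strong as hits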
EWS-Fli block = inhibitors of EWS/Fli oncoprotein transcriptional activity; inhibition, % at 12.6 µM; A673 NR0B1-luciferase reporter, viability-normalised; actives 0.67% (n = 350,000);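 active means mean inhibition of at least 50% after viability correction, with every replicate also passing that limit; inconclusive means mean reaches 50% but only one of two replicates passes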;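 further: firefly luciferase signal divided by Alamar Blue viability fluorescence both relative to DMSO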
ARNT TACC3 PPI = ARNT/TACC3 interaction disruption. AlphaScreen His-ARNT PAS-B/GST-TACC3 binding, luminescence; TACC3 fragment carries E629A point mutation. AID 623870. actives 0.66% (n = 390,000). inhibition, % at 9.99 µM. Q9Y6A5;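 active means mean inhibition of replicates at least 50% and at least half of replicates each reaching 50%; inconclusive means half or more replicates reach 50% but mean below 50%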;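 further: 0% = complete ARNT plus TACC3 wells and 100% = ARNT alone without TACC3; many hits fall short of the cut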
PAX8 inh HTS = lowers PAX8-driven luciferase in RMG-I cells; RMG-I TPO-luciferase reporter, SteadyGlo, 24 h; inhibition, % at 12.6 µM; actives 1.2% (n = 360,000); AID 652154;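 active means mean replicate inhibition at least 60% with every replicate also reaching 60%; inconclusive means only one of the two criteria is met; inactive means mean below 60% and not all replicates reaching 60%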;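 further: luciferase light reporting Pax8 driven TPO promoter activity; plate controls were median of neutral control wells for no effect and mitoxantrone controls for full effect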
CFTR F508del cor = correctors of CFTR F508del function in bronchial epithelial cells; actives 0.36% (n = 350,000); CFBE cells, YFP halide quenching; stimulated with forskolin plus potentiator P3; % fluorescence drop versus neutral controls; activity (quench increase), % at 7.58 µM;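 active means mean added fluorescence quench of at least 8% versus neutral control, with both replicates also reaching 8%; inconclusive means only one of the mean or replicate conditions met; inactive means mean below 8% and not both replicates reaching 8%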;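 further: cells transiently co-express mutant CFTR-F508del with the halide-sensitive YFP; corrector assay measuring rescue of mutant channel to the surface after 24 h compound exposure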
The depositor's hits bear a star; u = inconclusive; x = not tested or not shown; & = joins results of further samples.

SMILES	DENV2 CPE	ERp5 block	Xi reactivation	GSIS activator	EWS-Fli block	ARNT TACC3 PPI	PAX8 inh HTS	CFTR F508del cor
Cc1cccc(-c2nc(C#N)c(NCC3CCCO3)o2)c1 (stereo not drawn)	-5	x	0.0	x	-43	0	-97	-1.2
CCOc1ccc(-n2c(C)cc(/C=N/NC(=O)C(N)=O)c2C)cc1	-5	-13	2.0	-32	-7	11	-5	0.7
C[C@H]1CN([C@@H](C)CO)C(=O)c2cc(C3=CCCCC3)cnc2O[C@@H]1CN(C)Cc1ccc(C(=O)O)cc1	9	-6	-0.1	9	-2	x	-9	-0.9
C/C(=N\NC(=O)c1cc(-c2ccncc2)nc2ccccc12)c1ccc(N2CCOCC2)cc1	-5	3	0.4	14	-13	-8	-4	x
Cc1ccccc1C(=O)N[C@H](C(=O)OCC(=O)NC1CC1)C(C)C	14	-1	0.2	13	-4	-3	-11	-0.3
Cn1c(N)c(C(=O)CSc2ncn[nH]2)c(=O)n(C)c1=O	-1	2	x	0	-11	-2	-5	-2.9
C[C@@H]1CCCCO[C@@H](CN(C)C(=O)CCC(F)(F)F)[C@H](C)CN([C@H](C)CO)C(=O)c2cc(NC(=O)c3ccncc3)ccc2O1	21*	-5	-1.0	-2	-8	x	9	-2.6
CCCCC(=O)N(C)c1c(C)nc2ccc(C(=O)NCc3ccccc3OC)cn12	3	6	0.0	3	-1	x	0	-3.8
O=C(c1cccc(F)c1)N1CC(=O)N2[C@H](CO)[C@H](c3ccc(-c4cccnc4)cc3)[C@H]2C1	8	-5	0.3	13	x	x	x	1.8
Cc1ccc(-c2ccc3c(c2)O[C@@H](CN(C)C(=O)NC(C)C)[C@@H](C)CN([C@@H](C)CO)S3(=O)=O)cc1	2	-9	0.0	-17	12	1	1	-2.1
Cc1cccn2c(=O)c3cc(C(=O)NCc4ccc(F)cc4)c(=N)n(CC4CCCO4)c3nc12 (stereo not drawn)	0	-1	0.0	17	13	0	-4	-1.5
Cn1c2ccccc2c2ncn(Cc3ccc(F)cc3)c(=O)c21	-2	2	0.2	10	1	-7	9	x
N=C1/C(=C\c2ccc(OC(=O)c3ccccc3)cc2)C(=O)N=C2SC(N3CCOCC3)=NN12	-9	-1	-0.1	x	0	10	-7	0.0
C[C@H]1CN([C@@H](C)CO)C(=O)c2cccc(NC(=O)c3ccncc3)c2O[C@H]1CN(C)S(=O)(=O)c1ccc(Cl)cc1	-13	-2	0.1	3	-4	1	-1	-2.1
COc1ccc(C(=O)N2CCN(c3cccc(Cl)c3)CC2)cc1S(=O)(=O)NC1CC1	-5	-13	0.6	-31	-23	4	-55	-5.2
COc1ccc(C(C)NC(=O)c2cccc([N+](=O)[O-])c2)cc1OC (stereo not drawn)	-15	3	-0.1	x	-1	-5	26	-0.3
COc1ccc(NC(=O)N[C@@H]2CC[C@H](CCNC(=O)c3cc(Cl)cc(Cl)c3)O[C@@H]2CO)cc1	-10	5	-0.4	-23	3	-23	6	0.2
O=C(C[C@@H]1C[C@H]2c3cc(NC(=O)CC4CC4)ccc3O[C@H]2[C@@H](CO)O1)NCc1ccncc1	3	-10	0.1	16	-3	-7	16	0.0
CC1(C)Cc2c(cnn2-c2ccc(F)cc2)C(NC(=O)C(C)(C)O)C1 (stereo not drawn)	-2	1	0.0	0	-4	23	-36	-7.4
O=C(NCCOc1ccccc1Cl)c1cc(F)c(F)cc1Cl	2	1	x	-49	-67	-32	x	0.4
O=S(=O)(NCc1nnc2ccccn12)c1ccc(F)cc1	-2	-3	0.3	16	2	0	-8	-0.3
CCN(CC)C1CCN(c2nc3nonc3nc2NCCOC)C1 (stereo not drawn)	0	-4	-0.1	12	3	-2	-3	-3.4
CO[C@@H]1CN(C)C(=O)c2cc(NC(=O)Cc3ccccc3)ccc2OC[C@H](C)N(C)C[C@H]1C	4	-2	-0.2	15	6	-6	2	x
CCNc1nc(NCC)n2c(SCC(=O)Nc3ccc(F)cc3)nnc2n1	4	2	0.3	21	-4	x	-12	1.0
CC(C)c1cn(CC[C@@H]2CC[C@@H](NS(=O)(=O)Cc3ccccc3)[C@@H](CO)O2)nn1	3	2	-0.3	5	3	7	-5	0.3
(listing goes on)
SMILES	DENV2 CPE	ERp5 block	Xi reactivation	GSIS activator	EWS-Fli block	ARNT TACC3 PPI	PAX8 inh HTS	CFTR F508del cor
CC(OC(=O)[C@H](C)N=C1NS(=O)(=O)c2ccccc21)C(=O)Nc1ccc(F)c(F)c1F (stereo partly drawn)	-3	-5	0.5	14	17	x	1	-1.9
COc1ccc(S(=O)(=O)NC(=O)C2(C)CCN2C(=O)c2c(C)noc2C)cc1 (stereo not drawn)	3	-9	-0.1	28	2	x	-13	-2.0
CC1(C)CC(NC(=O)C2CCC(=O)N(Cc3ccccc3F)C2)CC(C)(C)C1 (stereo not drawn)	3	7	0.0	-14	-36	-4	-117	-1.7
Cc1ccc(CCC(=O)Nc2ccccc2F)s1	-2	-5	0.4	11	-40	x	-167	x
O=C(c1cc2nc(-c3ccccc3)cc(C(F)(F)F)n2n1)N1CCCC1	x	4	0.2	4	-9	-9	-8	-0.3
O=S(=O)(c1ccc(Br)cc1)c1nc(-c2ccccc2)oc1N1CCOCC1	-4	-4	-0.1	8	x	3	-11	2.3
O=C(Nc1cccnc1)c1ccc(Cl)c(S(=O)(=O)N2CCOCC2)c1	-6	3	0.1	-5	7	4	0	0.8
COc1cc(C(=O)Nc2cc(C)nn2-c2ccccc2)cc(OC)c1OC	0	0	0.3	6	-1	-7	3	0.4
COc1cccc(-c2ccc([C@H]3[C@H]4CN(S(=O)(=O)c5cn(C)cn5)CCCCN4[C@H]3CO)cc2)c1	-2	1	0.0	-17	-1	-4	36	0.9
COc1cc(S(=O)(=O)n2cnc(C)c2)ccc1Cl	x	4	0.0	-12	-27	3	24	-2.1
Cc1cc(C)c(C)c(S(=O)(=O)N2CCN(C(=O)c3ccccn3)CC2)c1C	-2	-4	0.3	x	0	0	9	-5.9
COCC(=O)N1CC(=O)N2[C@H](C1)[C@@H](c1ccc(C#CC3CCCC3)cc1)[C@@H]2CO	u	-7	-0.1	-2	14	x	x	3.2
O=C(/C=C/c1cn(-c2ccccc2)nc1-c1cccc(Cl)c1)N1CCN(c2ccccn2)CC1	-6	3	0.0	-3	7	-2	33	0.3
O=[N+]([O-])c1ccc(C2CN=C(Nc3ccccc3)S2)cc1 (stereo not drawn)	-5	-5	0.1	8	-28	-1	-70	-3.0
O=C(NC(=S)Nc1ccc(CN2CCOCC2)cc1)c1ccc2c(c1)OCCO2	0	0	-0.1	-2	2	9	-29	1.4
COCCn1c(SCC(=O)N2CCCC2)nc2c(c1=O)SCC2	11	-1	0.0	-7	-3	x	8	1.5
CC(=O)C1=C(O)C(=O)N(c2ccc(Br)cc2)C1c1ccccc1[N+](=O)[O-] (stereo not drawn)	-1	2	-0.1	-18	26	3	17	-2.9
C[C@@H]1CCCCO[C@H](CN(C)C(=O)Nc2ccc(C(F)(F)F)cc2)[C@@H](C)CN([C@@H](C)CO)C(=O)c2cc(NC(=O)Nc3ccc(C(F)(F)F)cc3)ccc2O1	u	x	-0.1	8	-4	6	89*	0.9
Nc1nc(SCC(=O)c2c(N)n(C3CC3)c(=O)[nH]c2=O)n[nH]1	3	1	0.0	2	-2	1	9	1.6
Cc1[nH]nc(Sc2ccccn2)c1[N+](=O)[O-]	x	x	0.1	5	x	5	-14	x
CCCN1C[C@@H](C)[C@@H](OC)CN(C)C(=O)c2ccc(NC(=O)CC)cc2OC[C@@H]1C	x	x	0.2	14	1	x	x	0.8
COc1cc(/C=C/c2[nH]c(=O)[nH]c(=O)c2[N+](=O)[O-])ccc1OCCC(C)C	3	-1	0.1	0	10	22	-13	1.0
C[C@H](NC(=O)N(C)C[C@H]1OCc2ccccc2-c2c(n(C)c3ccccc23)C(=O)N([C@H](C)CO)C[C@H]1C)c1ccccc1	32*	-3	-0.4	-5	x	x	13	0.2
CCOc1ccccc1NC(=S)N(Cc1cc2ccc(C)cc2[nH]c1=O)CC1CCCN1CC (stereo not drawn)	x	x	0.0	-5	x	8	11	x
Cc1ccc(Br)c(NS(=O)(=O)c2cccc(C(=O)N3CCNC(=O)C3)c2)c1	5	3	0.0	-10	2	-1	5	-2.4
More entries follow.
SMILES	DENV2 CPE	ERp5 block	Xi reactivation	GSIS activator	EWS-Fli block	ARNT TACC3 PPI	PAX8 inh HTS	CFTR F508del cor
C[C@@H]1CN([C@H](C)CO)C(=O)Cc2cc(NC(=O)c3ccncc3)ccc2O[C@H]1CN(C)C(=O)Nc1cccc2ccccc12	18	-2	0.1	13	4	5	14	0.1
CC(OC(=O)CCCOc1ccccc1)C(=O)Nc1ccc(Cl)cn1 (stereo not drawn)	17	17	-0.8	-42	-5	-5	-1	3.2
Cc1nc2ccccc2n1CC(=O)N/N=C/c1cccnc1	-6	4	0.0	12	-1	2	18	x
Cc1ccc(-c2csc3nc(C)n(N)c(=O)c23)cc1	6	1	0.0	12	-5	-6	14	0.1
C[C@H]1CCCCO[C@H](CN(C)C(=O)Nc2ccc(F)cc2)[C@@H](C)CN([C@@H](C)CO)C(=O)c2cc(NS(=O)(=O)c3cccs3)ccc2O1	27*	11	-0.7	-16	1	-2	2	-2.6
COc1ccc(NC(=O)N(C)C[C@@H]2Oc3ccc(NC(=O)C4CC4)cc3CC(=O)N([C@@H](C)CO)C[C@H]2C)cc1	7	-6	0.1	22	0	-2	12	-1.5
CCC(=O)N(C)C[C@@H]1Oc2ncc(C#CCc3ccccc3)cc2C(=O)N([C@H](C)CO)C[C@H]1C	-5	12	-0.4	11	-2	-2	x	4.9
CN(C)CC(C)(C)CNC(=O)CC1C(=O)NCCN1Cc1ccc(-c2ccccc2)cc1 (stereo not drawn)	-1	2	-0.1	0	1	-2	16	4.3
C[C@H]1CN([C@@H](C)CO)S(=O)(=O)c2ccc(-c3ccc(C(=O)N(C)C)cc3)cc2O[C@@H]1CN(C)Cc1ccccc1C(=O)O	0	13	-1.3	0	2	1	x	-0.4
COc1ccc(N2CCN(C(=O)CCNC(=O)Cn3ccc4ccccc4c3=O)CC2)cc1	0	-3	0.0	-5	10	-4	7	1.2
CCCN1C[C@H](C)[C@H](OC)CN(C)C(=O)c2cc(NC(=O)NC3CCCCC3)ccc2OC[C@@H]1C	15	1	0.0	6	10	-15	2	-0.6
C/C(=N\NC(=O)C(O)c1ccccc1)c1ccc(Br)s1 (stereo not drawn)	6	-3	0.3	29	0	2	15	2.4
COc1cc(CNC(=O)c2cccc(COc3ccc(Cl)cc3)c2)cc(OC)c1	-2	5	0.1	-9	-10	-6	20	x
CCOC(=O)C1=C(Nc2ccccc2)CC(C)(O)C(C(=O)OCC)C1c1ccc(Cl)cc1 (stereo not drawn)	-11&3	1&-3	0.0&0.0	0&19	3&-4	6&4	0&1	-0.5&0.5
CC(=O)c1ccc(NC(=O)Nc2ccc(Cl)cc2)cc1	15	-3	x	-6	-93	-5	x	0.4
CCCCCCCNC(=O)C1(CC2CC(c3cccc(Br)c3)=NO2)CCN(C(=O)C2CCCC2)CC1 (stereo not drawn)	u	4	0.1	-14	-31	-1	-2	-1.8
CC(=O)Nc1ccc(S(=O)(=O)NCCC(=O)OCc2ccc([N+](=O)[O-])cc2)cc1	u	-3	-0.1	-31	2	-9	5	2.3
